Screening results: PubChem, The Scripps Research Institute Molecular Screening Center
OXTR agonist – human OXTR agonists, primary screen, fluorescence, CHO-OTR cells, Fluo-8 calcium; activation, % at 3 µM; AID 2435, 2010; actives 0.32% (n = 320,000); Fluo-8 calcium fluorescence; normalized: DMSO 0%, oxytocin 100%; Oxytocin receptor (Homo sapiens), P30559;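 active = activation above the mean of all tested compounds plus 3 SD, cutoff set per screening run, cut at about 20% in these data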;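 also: peak over basal fluorescence ratio from a 100 s FLIPR kinetic read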
M1 antag – human M1 muscarinic receptor antagonists, primary screen, CHO-K1 cells, Fluo-8 calcium fluorescence, 1536-well; Muscarinic acetylcholine receptor M1 (Homo sapiens), P11229; inhibition, % at 3 µM; actives 1.3% (n = 360,000); CHO-K1 hM1, ACh EC80 antagonist; AID 588852, 2011;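 active = percent inhibition above its own plate's cutoff, namely the mean of that plate's compound wells plus 3 SD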;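 also: peak over basal fluorescence ratio during 140 s after agonist addition; 0% = ACh EC80 plus DMSO and 100% = DMSO alone without agonist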
Target sequence (P11229 whole entry, looked up): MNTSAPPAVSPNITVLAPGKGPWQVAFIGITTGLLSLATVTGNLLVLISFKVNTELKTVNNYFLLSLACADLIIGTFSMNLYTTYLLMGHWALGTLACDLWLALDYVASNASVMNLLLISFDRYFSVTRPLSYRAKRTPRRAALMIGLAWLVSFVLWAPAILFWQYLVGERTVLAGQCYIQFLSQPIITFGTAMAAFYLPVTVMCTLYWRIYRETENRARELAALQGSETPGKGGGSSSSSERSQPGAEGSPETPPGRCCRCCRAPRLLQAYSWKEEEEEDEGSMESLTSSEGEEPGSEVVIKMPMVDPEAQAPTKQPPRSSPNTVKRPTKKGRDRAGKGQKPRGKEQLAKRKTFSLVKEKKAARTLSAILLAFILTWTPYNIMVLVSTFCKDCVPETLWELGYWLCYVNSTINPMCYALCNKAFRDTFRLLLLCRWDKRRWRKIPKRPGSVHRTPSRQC
TAAR1 antagonist – human TAAR1 antagonists, primary screen, Fluo-8 calcium fluorescence, CHO RD-HGA16 cells | antagonist | actives 1.5% (n = 360,000) | inhibition, % at 3 µM;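 active = inhibition above a per-plate cutoff, the mean inhibition of test compounds on that plate plus 3 SD, cut at about 49% in these data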;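 also: 0% = DMSO plus EC80 beta-PEA response and 100% = DMSO alone without agonist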
Target sequence (Q96RJ0 whole entry, looked up): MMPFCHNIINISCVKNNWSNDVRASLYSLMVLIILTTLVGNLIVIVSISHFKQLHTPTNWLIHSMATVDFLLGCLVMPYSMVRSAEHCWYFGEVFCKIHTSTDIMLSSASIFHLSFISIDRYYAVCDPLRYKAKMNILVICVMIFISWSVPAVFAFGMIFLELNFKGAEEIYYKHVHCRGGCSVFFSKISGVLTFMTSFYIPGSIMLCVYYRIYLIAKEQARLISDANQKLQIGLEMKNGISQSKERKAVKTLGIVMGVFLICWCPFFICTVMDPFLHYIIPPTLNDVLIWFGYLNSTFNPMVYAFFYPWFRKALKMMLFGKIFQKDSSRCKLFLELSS
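test system = CHO RD-HGA16 cells bearing hTAAR1 | replication = singlicate | controls = DMSO-only wells and EC80 β-PEA-stimulated wells | reagent = EC80 β-phenethylamine stimulus | read-out basis = percent inhibition of PEA-evoked calcium signal, max/basal emission ratio | schedule = seeding 17-24 h prior, 75-min 37 °C, 30-min RT dye loading | signal = kinetic Fluo-8 calcium fluorescence measurement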
M1 ag – human M1 muscarinic receptor agonists, primary screen, Fluo-8 calcium fluorescence, CHO-K1 cells, HTS; CHO-K1 hM1, agonist mode; 0% DMSO, 100% acetylcholine EC100; activation, % at 3 µM; Muscarinic acetylcholine receptor M1 (Homo sapiens), P11229; actives 0.33% (n = 360,000);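 active = activation above the run's mean compound activation plus 3 SD, cut at about 16% in these data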;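 also: peak over basal fluorescence ratio within a 140 s kinetic read after compound addition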
V1R ag counter – agonists of human V1a receptor, primary screen, counter-screen for OXTR agonist project, fluorescence, CHO-V1R cells; AID 2797, 2010; activation, % at 3 µM; Vasopressin V1a receptor (Homo sapiens), P37288; Fluo-8 calcium fluorescence, agonist mode; 0% DMSO, 100% 3 nM vasopressin; actives 0.25% (n = 320,000);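 active = activation above the mean activation of all tested compounds plus 3 SD, per screening run, cut at about 20% in these data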;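 also: signal is peak over basal fluorescence ratio across a 100 second FLIPR read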
OXTR potentiate – human OXTR potentiators, primary screen, fluorescence, CHO-OTR cells, Fluo-8 calcium. actives 0.061% (n = 320,000). activation, % at 3 µM. Oxytocin receptor (Homo sapiens), P30559. AID 2445, 2010. Fluo-8 calcium fluorescence, potentiator mode; 0% = oxytocin EC15, 100% = EC100;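 active = activation above that plate's cutoff, the mean activation of tested compounds plus 3 SD, cut at about 6.6% in these data, passing the limit was not always enough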;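 also: 100% uses oxytocin at 75 nM as the full agonist control; some results filed as inactive read as strong as hits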
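System: human OTR in CHO cells / Also added: sub-maximal oxytocin, roughly EC15 / Control set: EC15 oxytocin low, 75 nM oxytocin high / Schedule: 6 min compound pre-incubation at room temperature, 100 s kinetic read / Compound: single-point 3.0 µM / Replication: singlicate / Technique: Fluo-8 calcium dye fluorescence / Read-out basis: % activation of max/min ratio relative to oxytocin controls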
CHRM1 PAM – human M1 muscarinic receptor positive allosteric modulators, primary screen, CHO-K1 cells, Fluo-8 calcium fluorescence, 1536-well | Muscarinic acetylcholine receptor M1 (Homo sapiens), P11229 | actives 0.088% (n = 360,000) | CHO-K1 hM1, ACh EC20; 0% = ACh EC20, 100% = maximal ACh | activation, % at 3 µM; in the data active = activation above about 19%, passing the limit was not always enough
CHO parental Ca – ATP-evoked calcium signal inhibitors, parental CHO, primary screen, counter-screen for OX1R antagonist project, cell-based, fluorescence, Fluo-8 calcium dye. actives 0.63% (n = 330,000). parental CHO-K1, ATP-induced calcium, Fluo-8 fluorescence. inhibition, % at 5.6 µM;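 active = inhibition above that plate's mean sample inhibition plus 3 SD, cut at about 26% in these data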;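 also: 0% = ATP-challenged DMSO wells and 100% = DMSO wells without ATP; some compounds past the cut are filed as inactive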
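test system = CHO parental line | reagent = ATP stimulus | measured by = intracellular calcium via Fluo-8 no-wash fluorescent dye | control set = ATP and no-ATP DMSO wells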
TAAR1 agonist – human TAAR1 agonists, primary screen, Fluo-8 calcium fluorescence, CHO RD-HGA16 cells; vehicle wells 0%, saturating PEA agonist 100%; AID 624467, 2012; activation, % at 3 µM; Trace amine-associated receptor 1 (Homo sapiens), Q96RJ0; actives 0.99% (n = 360,000);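 active = activation above the mean activation of all test compounds in the run plus 3 SD, cut at about 38% in these data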
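System: CHO-derived RD-HGA16 cells with stable Gα16 and human TAAR1 / Times: 17-24 h plating, Fluo-8 75 min 37 °C, 30 min RT / Technique: calcium-sensitive Fluo-8 signal, excitation 470-495, emission 515-575 nm / Measure: % activation relative to PEA EC100 response / Benchmarks: DMSO and PEA EC100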
* marks the source's active call; other numbers are inactive results; · = no result given.

Sequence of screens – OXTR agonist | M1 antag | TAAR1 antagonist | M1 ag | V1R ag counter | OXTR potentiate | CHRM1 PAM | CHO parental Ca | TAAR1 agonist
[1] CC(=O)c1c(N2CCOCC2)nc(=S)n(-c2ccc([N+](=O)[O-])cc2)c1C
→ 0.9 | -6 | 3 | -5 | 0.6 | 1 | 3 | -5 | 2
[2] COc1ccc(Nc2cc(C(=O)NCCCN3CCN(C)CC3)c3ccccc3n2)c(OC)c1
→ -0.8 | -4 | 5 | -5 | 0.3 | -7 | 6 | -10 | 11
[3] COc1cc(-c2ccc3sc(-c4ccsc4)c(C#CCO)c3c2)cc(OC)c1OC
→ 0.7 | 3 | 39 | -1 | 4.7 | -3 | 6 | -17 | 34
[4] Cc1ccc(Nc2c(F)c(F)c(F)c(F)c2C(=O)O)cc1
→ -0.7 | 0 | 8 | -3 | 1.6 | -13 | -3 | -12 | 1
[5] COc1ccc(CC(=O)N(C)C2CCCCC2)cc1S(=O)(=O)N1CCOCC1
→ 0.8 | -3 | -23 | -3 | 0.2 | 2 | 2 | -10 | 3
[6] COC(=O)[C@H](C)NC(=O)Nc1ccc(OC)cc1OC
→ 1.2 | -6 | 6 | -1 | 0.1 | -8 | 6 | 1 | 10
[7] CCOC(=O)CSc1ccc2nnc(CCNS(=O)(=O)c3ccc(C)cc3)n2n1
→ -0.2 | -9 | -3 | -4 | 0.2 | -2 | 13 | -5 | 11
[8] Cc1ccc(/C=N/Nc2cccc(C(=O)O)c2)s1
→ 1.9 | -3 | -29 | -6 | 0.8 | 4 | 6 | -2 | 2
[9] O=C1C(CN2CCCC2)CCCC1CN1CCCC1 (configuration not stated)
→ · | -6 | -12 | -7 | · | · | -4 | · | 10
[10] Cc1ccc(-n2c(=S)[nH]c3c(oc4ccccc43)c2=O)cc1
→ -1.3 | 7 | -9 | -5 | -0.6 | -8 | 1 | -6 | -1
[11] CCOC(=O)Cn1nc(C)cc1NC(=O)c1cccnc1
→ 0.3 | -12 | 21 | -1 | 4.3 | -10 | 6 | 1 | -1
[12] CSc1ccc(/C=C/C(=O)OCC(=O)NC2CCS(=O)(=O)C2)cc1 (configuration not stated)
→ 7.3 | -14 | 12 | 1 | 7.3 | -8 | 9 | -11 | 1
[13] O=C(NC1CC1)C1CCN(S(=O)(=O)c2ccc(Cl)cc2)CC1
→ 1.3 | -5 | -4 | -3 | 0.1 | -7 | 8 | 9 | 0
[14] Clc1ccccc1OCCCn1ccnc1
→ 0.5 | -2 | 14 | -8 | 1.0 | -2 | -2 | -13 | 1
[15] Cc1ccc(S(=O)(=O)Nc2cc(-c3ccccc3)nn2C)cc1Cl
→ -1.6 | -6 | -29 | -6 | -0.1 | -8 | 6 | -9 | 2

Arranged by formula weight (low to high): eleven of the compounds above.
Sequence of screens – OXTR agonist | M1 antag | TAAR1 antagonist | M1 ag | V1R ag counter | OXTR potentiate | CHRM1 PAM | CHO parental Ca | TAAR1 agonist
[14] Clc1ccccc1OCCCn1ccnc1
→ 0.5 | -2 | 14 | -8 | 1.0 | -2 | -2 | -13 | 1
[8] Cc1ccc(/C=N/Nc2cccc(C(=O)O)c2)s1
→ 1.9 | -3 | -29 | -6 | 0.8 | 4 | 6 | -2 | 2
[11] CCOC(=O)Cn1nc(C)cc1NC(=O)c1cccnc1
→ 0.3 | -12 | 21 | -1 | 4.3 | -10 | 6 | 1 | -1
[10] Cc1ccc(-n2c(=S)[nH]c3c(oc4ccccc43)c2=O)cc1
→ -1.3 | 7 | -9 | -5 | -0.6 | -8 | 1 | -6 | -1
[13] O=C(NC1CC1)C1CCN(S(=O)(=O)c2ccc(Cl)cc2)CC1
→ 1.3 | -5 | -4 | -3 | 0.1 | -7 | 8 | 9 | 0
[15] Cc1ccc(S(=O)(=O)Nc2cc(-c3ccccc3)nn2C)cc1Cl
→ -1.6 | -6 | -29 | -6 | -0.1 | -8 | 6 | -9 | 2
[12] CSc1ccc(/C=C/C(=O)OCC(=O)NC2CCS(=O)(=O)C2)cc1 (configuration not stated)
→ 7.3 | -14 | 12 | 1 | 7.3 | -8 | 9 | -11 | 1
[1] CC(=O)c1c(N2CCOCC2)nc(=S)n(-c2ccc([N+](=O)[O-])cc2)c1C
→ 0.9 | -6 | 3 | -5 | 0.6 | 1 | 3 | -5 | 2
[5] COc1ccc(CC(=O)N(C)C2CCCCC2)cc1S(=O)(=O)N1CCOCC1
→ 0.8 | -3 | -23 | -3 | 0.2 | 2 | 2 | -10 | 3
[7] CCOC(=O)CSc1ccc2nnc(CCNS(=O)(=O)c3ccc(C)cc3)n2n1
→ -0.2 | -9 | -3 | -4 | 0.2 | -2 | 13 | -5 | 11
[2] COc1ccc(Nc2cc(C(=O)NCCCN3CCN(C)CC3)c3ccccc3n2)c(OC)c1
→ -0.8 | -4 | 5 | -5 | 0.3 | -7 | 6 | -10 | 11

Continued.
Sequence of screens – OXTR agonist | M1 antag | TAAR1 antagonist | M1 ag | V1R ag counter | OXTR potentiate | CHRM1 PAM | CHO parental Ca | TAAR1 agonist
[16] O=C(O)/C=C/C(=O)OC1CC2CCC1C2 (configuration not stated)
→ -0.2 | -13 | -1 | -2 | 0.7 | -2 | 6 | -12 | 6
[17] CCCC(C(=O)NNC(=O)c1cc(C)oc1C)c1ccccc1 (configuration not stated)
→ -0.1 | -7 | 2 | 2 | 0.6 | -1 | 10 | -13 | 2
[18] CC(C)C(=O)Nc1nc2cc3c(cc2s1)OCO3
→ -1.6 | -7 | -1 | 0 | -0.8 | -3 | 6 | -3 | -2
[19] CCC1CCCCN1CCCNC(=O)c1cn(CC)c2ccc(S(=O)(=O)N3CCc4ccccc4C3)cc2c1=O (configuration not stated)
→ -1.2 | 4 | -6 | -7 | -0.7 | 3 | -11 | -35 | 7
[20] CC(C)c1ccc(NC(=O)c2cc(S(=O)(=O)NCC3COc4ccccc4O3)ccc2F)cc1 (configuration not stated)
→ 2.4 | 13 | 9 | -2 | 1.2 | -8 | -1 | -15 | 3
[21] c1ccc(C[n+]2c(-c3ccccc3)csc2Nc2ccccc2)cc1
→ -1.2 | -4 | -4 | -5 | -0.5 | -5 | 9 | -14 | 1
[22] Cc1ccc2nc(C)cc(C(=O)NC3CCCCCC3)c2c1
→ -2.3 | -9 | -1 | 1 | -0.7 | -6 | 21 | -23 | 2
[23] CCN(CC)C(=S)Oc1ccc(Cl)cc1Cl
→ -1.9 | -9 | 13 | -5 | -1.4 | 4 | 5 | -17 | 11
[24] CCOCCN(C(=O)c1ccccc1Cl)c1ccccc1
→ -0.8 | 16 | 0 | -2 | -0.4 | -2 | -4 | 4 | 7
[25] O=C(O)c1ccc(S(=O)(=O)N2CCC3(CC2)CC(=O)c2ccccc2O3)cc1
→ 0.8 | -9 | 5 | -2 | -0.2 | -5 | 8 | 3 | 1
[26] Nc1nccnc1C(=O)OCC(=O)N1CCN(S(=O)(=O)c2ccc(Cl)cc2)CC1
→ -1.6 | -8 | -17 | -3 | 1.0 | -13 | 3 | -21 | 0
[27] CCOC(=O)c1c(C)[nH]c(C)c1S(=O)(=O)NCC(=O)Nc1ccccn1
→ 0.1 | 1 | -24 | -2 | 1.8 | -3 | 3 | -9 | 2
[28] CCN(CC(=O)Nc1c(F)cccc1F)C(=O)COc1ccc2c(C)cc(=O)oc2c1
→ 0.1 | -12 | -2 | 0 | 0.1 | -5 | 9 | -16 | 0
